Pf Dd2 inh: Plasmodium falciparum Dd2 growth inhibition; P. falciparum Dd2 growth, SYBR Green, 72 h; Potency, µM (highest dose often 28.9 µM), inactives show at the highest dose activity, negative = inhibition, hits mostly inhibitors; actives 4.3% (n = 120,000); AID 1347417; active = well fitted inhibition curve with a large enough effect; inconclusive = small, poorly fitted or top-dose-only effect; inactive = no such curve, though single readings can be large or run the other way;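 also: plate controls were DMSO vehicle for no effect and reference drug for full effect; nearly all actives have a fitted effect of over 65% in size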
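Infected erythrocytes (Dd2, 0.3% parasitemia, 2.5% hematocrit final) are added to compound in RPMI-1640/Albumax II medium, grown 72 h at 37C in low oxygen, then lysed with saponin/Triton-X containing SYBR Green and read by fluorescence.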
Starred values were filed as active, the others as inactive; i = inactive; ? = inconclusive; & = joins results of further samples; [ ] = remark or other dose. Potency is read from the fitted curve at half-maximal effect. Not all compounds are listed. The share of hits here may be higher or lower than overall.

canonical_smiles	Pf Dd2 inh
COCCOC1CCOC2(CCN(C(=O)c3ccccn3)CC2)C1 (stereo unspecified)	13%
CN1CC(=O)N(c2ccc(Cl)cc2)Cc2c1ncnc2N1CCc2ccccc2C1	?
Cc1cc2nc(-c3ccc(NC(=O)c4ccc(OCC(C)C)cc4)cc3)oc2cc1C	-6%
CC(C)(C)OC(=O)N1CCC(c2c(C(=O)NCCc3ccsc3)cnn2-c2ccccc2Cl)CC1	-6%
COCCNC(=O)[C@H]1C[C@H](Oc2cccnc2)CN1C(=O)NCC(C)C	20%
O=S(=O)(c1ccccc1)N1CC(F)(F)C[C@H]1c1nc(C2CC2)no1	-28%
CC(=O)Nc1cccc(-c2nnc3n2CCCC3)c1	-24%
O=C(NC1CC(c2nnc(CO)n2C2CC2)C1)c1cccn2cnnc12 (stereo unspecified)	-24%
Cc1cccc(OC2CN(C(=O)c3ccc(CCC(C)(C)O)cc3)C2)c1	?
COc1cccc(CN2CCc3nc(N4CCN(C)CC4)[nH]c(=O)c3CC2)c1	31%[activator][5.79 µM]
O=C(CC1CCCN(c2cnn(CC3CC3)c(=O)c2)C1)NC1CC1 (stereo unspecified)	-2%
O=C(NCC(F)F)C1CCCN(c2nc3ncccc3o2)C1 (stereo unspecified)	-14%[44.1 µM]
Cc1ccc(C(=O)N(CC2CCN(Cc3ccccc3F)CC2)CC2CCCO2)s1 (stereo unspecified)	?
Cc1ccccc1NC(=O)Cn1c(-c2ccc(F)cc2)nc(C)c(CCO)c1=O	i
Cc1ccncc1C(=O)N1CCC2(CC1)c1[nH]c3ccccc3c1CCN2C	i
CC(C)CN1C(=O)COC[C@@H]1[C@H](O)c1ccc(NC(=O)CCc2ccccc2)cc1	?
Cc1nccn1CC(=O)NCC1CCN(c2cc(-c3ccc(Cl)cc3)[nH]n2)CC1	i
Cc1cccc(OCCn2nnc3sc4c(c3c2=O)CCCC4)c1	21%
O=C(NCCn1cccc1-c1nc(-c2ccc3c(c2)OCO3)no1)C1(c2ccccc2)CC1	?
O=C(Cn1nc2n(c1=O)CCCC2)Nc1ccc(F)c(Cl)c1	31%[activator]
CC1=C[C@@H](CN(C)CCO)[C@H](C(C)C)C[C@H]1Cc1nnc(-c2ccccc2)o1	?
COCCN1C(=O)CCc2cc(NC(=O)c3cncc(Br)c3)ccc21	-10%
Cc1ccc(S(=O)(=O)N2CCN(Cc3noc(CCC(=O)N4CCCCC4)n3)CC2)c(C)c1	-4%
Cc1ccc(N2CCN(S(=O)(=O)c3ccc(Cl)c4ccccc34)CC2)c(C)c1	17%
Cc1ncoc1C(=O)N1C[C@@H](COc2ccccc2)[C@H](C(N)=O)C1	14%
O=C(NCc1ccco1)C1CC(c2ccccc2)CN(C(=O)C2CCCC2)C1 (stereo unspecified)	i
COC[C@@H]1CN(S(=O)(=O)c2ccc(C)c(F)c2)C[C@H]1C(N)=O	3%
CCOC(=O)c1ccccc1NC(=O)CN1C(=O)NC(c2ccc(Cl)cc2)C2=C1COC2=O (stereo unspecified)	-3%
COc1ccc(CN2Cc3cc(NC(=O)Cc4ccccc4)ccc3OC(C)C2=O)cc1 (stereo unspecified)	i
CNC(=O)[C@@H](C1CC1)N1CCC[C@H]1C(=O)N1CCCCCC1	17%[44.1 µM]
NCC(=O)N1CCCC2(Cc3ccccc3CN2S(=O)(=O)c2ccccc2)C1 (stereo unspecified)	?
Cc1[nH]c2ccccc2c1SCCNC(=O)c1ccccc1F	-8%
COc1cccc(C(=O)NC(C(=O)N2CCCCC2)C2CCN(C(=O)c3ccc(Cl)cc3)CC2)c1 (stereo unspecified)	?
O=C1CC(c2ccccc2)N(Cc2ccncc2)CCCN(C(=O)c2ccco2)CCN1 (stereo unspecified)	?
O=C1c2[nH]nc(-c3ccccc3O)c2C(c2ccc(Cl)cc2)N1Cc1ccco1 (stereo unspecified)	?
O=C1[C@@H]2C[C@@H](CN2C(=O)C2CCOCC2)Oc2ccccc2N1Cc1ccccn1	-18%[44.1 µM]
COC(=O)c1cc(Cl)ccc1NC(=O)Cn1c(C)cc(C)c(C#N)c1=O	48%[activator]
CCS(=O)(=O)c1ncc(N(Cc2ccccc2)Cc2ccco2)c(C(=O)Nc2cccc(Cl)c2C)n1	?
O=C(c1ccccn1)N1CCCC(c2noc(COc3ccccc3)n2)C1 (stereo unspecified)	11%
COC1CCOC2(CCN(C(=O)c3cccnc3)CC2)C1 (stereo unspecified)	i

Laid out differently: entries from further up
> COC(=O)c1cc(Cl)ccc1NC(=O)Cn1c(C)cc(C)c(C#N)c1=O
  Pf Dd2 inh = 48%[activator]

> CCS(=O)(=O)c1ncc(N(Cc2ccccc2)Cc2ccco2)c(C(=O)Nc2cccc(Cl)c2C)n1
  Pf Dd2 inh = ?

> O=C(c1ccccn1)N1CCCC(c2noc(COc3ccccc3)n2)C1 (stereo unspecified)
  Pf Dd2 inh = 11%

> COC1CCOC2(CCN(C(=O)c3cccnc3)CC2)C1 (stereo unspecified)
  Pf Dd2 inh = i

(listing goes on)
canonical_smiles	Pf Dd2 inh
O=C(c1ccc(Cl)cc1)n1nc(-c2cccnc2)nc1NCc1ccc(F)cc1	24%
O=C(c1cccs1)N1CCC2(CC1)N=C(c1ccc(Cl)cc1)NO2	-23%
O=C(CSc1nc(=O)n(Cc2ccncc2)c2c1CCC2)Nc1ccccc1	i
O=C(CCSCc1ccccc1Cl)N1CCN(c2ccc(F)cc2)CC1	51%[activator]
COc1ccc(C2c3[nH]c4ccccc4c3CCN2C(=O)CCC2CCCC2)cc1 (stereo unspecified)	0%
Cc1ccc(CNC(=O)N2CCCC(Cn3cnc4cccnc43)C2)cc1 (stereo unspecified)	?
CCOc1ccc(N(C(=O)c2ccc(OC)cc2)S(=O)(=O)c2ccc3c(c2)n(C)c(=O)n3C)cc1	?
CCN1c2cc(C(=O)Nc3cccc(OC(F)(F)F)c3)ccc2C(=O)N2CCCCCC21 (stereo unspecified)	-6%
CO[C@H]1[C@H](NC(=O)c2cc3ccccc3n2C)c2ccccc2C12CCNCC2	7.9µM*
CC(C)Oc1ccc(CNC(=O)Cn2ncn3nc(-c4cccs4)cc3c2=O)cc1	17%
COC(=O)c1ccccc1NC(=O)C1CCCN(c2nnc(C)c3c(C)n(-c4ccccc4)nc23)C1 (stereo unspecified)	?
c1cc2nc(C3CCCNC3)[nH]c2cn1 (stereo unspecified)	5%&1%[44.1 µM]
COc1ccc(CNC(=O)NC2CCc3nn(CC4CC4)c(=O)n3CC2)cc1 (stereo unspecified)	44%[activator]
COc1ccc(-c2cn3nc(N4CCCC(C(=O)Nc5ccccc5OC)C4)sc3n2)cc1 (stereo unspecified)	0%
CS(=O)(=O)N1C[C@@H]2OCC(=O)N(CC3CC3)[C@@H]2C1	36%[activator][44.1 µM]
Cc1ccc(-c2noc(-c3nnn4c3COC(c3ccc(Cl)cc3)C4)n2)cc1 (stereo unspecified)	i
Cc1cccc(Cn2c(C)c(C)c3cc(C(=O)NCc4ccc(C)o4)ccc32)c1	?
Cc1ccc(NC(=O)Cn2c(C)cc3nc4n(c(=O)c32)CCCCC4)cc1	-12%
CCOc1ccccc1C(=O)NCC(c1ccc(N(C)C)cc1)N1CCCC1 (stereo unspecified)	?
O=C(c1ccc(F)cc1F)N1CCC(n2cnnc2C2CC2)CC1	12%
CCOC(=O)c1nc(Nc2ccc(Cl)cc2)c2c(C)noc2n1	17%
COc1ccc(CCNC(=O)Cc2c(C)c3c(cc(C)c4c(C)coc43)oc2=O)cc1OC	18%
O=C(NC1CCCCCC1)c1ccc(Cn2ccn3nc4c(c3c2=O)CCCC4)cc1	?
Cn1cnc(S(=O)(=O)N2CCC(CC(=O)NCc3ccccc3)C2)c1 (stereo unspecified)	77%[activator]
COc1ccc(CCNc2nc(-c3ccc(Cl)cc3)cc(C(F)(F)F)n2)cc1OC	?
COCCNC(=O)[C@@H]1C[C@H](Oc2ccccc2)CN1C(=O)c1ccc(OC)c(F)c1	36%[activator]
Cc1noc(-c2cccn3c(CNC(=O)CCc4ccccc4)nnc23)n1	-21%
CC(C)c1ccc(CN2CCC3OCCN(c4ccccc4)C(=O)C3C2)cc1 (stereo unspecified)	?
CCOC(=O)c1cn(C2CN(C(=O)Nc3ccc(F)cc3F)C2)nn1	-5%
CNC(=O)CCn1ncc2cc(OCc3ccccc3-c3ccccc3COC)ccc21	4µM*
N#Cc1ccc(NC2CC(c3cc(N4CCC(O)C4)ncn3)C2)nc1 (stereo unspecified)	?
CCOC(=O)c1[nH]c(C)c(CCC(=O)NCc2cccc(Cl)c2)c1C	-16%

Two records picked at random from the list so far:
canonical_smiles	Pf Dd2 inh
CNC(=O)CCn1ncc2cc(OCc3ccccc3-c3ccccc3COC)ccc21	4µM*
CCOC(=O)c1cn(C2CN(C(=O)Nc3ccc(F)cc3F)C2)nn1	-5%

Additional structures:
canonical_smiles	Pf Dd2 inh
Cc1nccnc1N1CCC(N2CCCC(C(=O)NCCc3ccccc3)C2)CC1 (stereo unspecified)	?
CCn1cnnc1CC1CCN(C(=O)c2cccc(C)c2)C1 (stereo unspecified)	i
COCc1cc(=O)n(CC(=O)Nc2cccc(Cl)c2C)c(N2CCOCC2)n1	i
O=C(c1ccccn1)N1CC2(Cc3ccccc3NC2=O)C1	13%[44.1 µM]
Cc1nc(SCc2cc(=O)c3cccc(F)c3[nH]2)n[nH]1	71%[activator]
CCCNC(=O)C(C)(C)Oc1nn(Cc2ccccc2)c2ccc(COC)cc12	?
COc1cccc(-c2cc3c(ccn3C(C)C)c(C(=O)NCc3c(C)cc(C)[nH]c3=O)n2)c1	?
CCCCS(=O)(=O)N1CCC(n2cc(CN3CCCC3)nn2)CC1	?
COc1ccc(C2C(=O)N(C3CCCCC3)CC(=O)N2CCC2=CCCCC2)cc1 (stereo unspecified)	?
Cc1cc(-c2ccccc2)n2nc(-c3ccc(Cl)cc3)cc2n1	0%
CCCNc1ncc(CN2CCCC(c3ccc(C(=O)O)cc3)C2)cn1 (stereo unspecified)	-4%
CN(C)[C@@H]1[C@@H](NS(=O)(=O)c2cc(F)c(F)cc2F)[C@H]2CCO[C@H]21	-3%
O=C(CN1C(=O)CCc2cc(Br)ccc21)Nc1ccc(OC(F)(F)F)cc1	?
COc1ccc(CCNC(=O)c2ccc3c(c2)CCN3S(C)(=O)=O)cc1	24%
Cc1noc2c(NC3CCC(O)CC3)cc(-c3ccc(F)cc3)nc12 (stereo unspecified)	?
COc1cc2c(=O)n(Cc3ccco3)c(=O)n(CC(=O)Nc3ccc(F)cc3)c2cc1OC	?
NCc1cccc(-c2cc(C(F)(F)F)ccc2Cl)c1	10µM*
Cc1ncccc1C(=O)N[C@@H]1CN(Cc2ccccc2)C[C@H]1CN(C)C	9%
CCCN1CCCCC12Cc1ccccc1CN(C(=O)CC)C2 (stereo unspecified)	?
Cc1n[nH]c(C)c1CNC(=O)C1Cn2cccc2C(=O)N1Cc1ccccc1 (stereo unspecified)	?
CCCCN(C)CCCNC(=O)c1cn(CC)c2ccc(S(=O)(=O)N3CCc4ccccc4C3)cc2c1=O	?
COc1cccc(NC(=O)Nc2ccc3nc(N4CCN(C)CC4)cc(C)c3c2)c1	2.5µM*
Cc1nc(CCNC(=O)C2CC2)no1	?
Cc1cc(Cl)ccc1-c1ccccc1C=O	-26%[44.1 µM]
COc1cc(OC)c(NC(=O)c2ccc3c(Cl)c4c(nc3c2)CCCC4)cc1Cl	14%
CC(=O)c1cccc(NC(=O)Cn2c(-c3ccc(F)cc3)nc(C)c(CCO)c2=O)c1	-29%
Fc1ccc(Cc2nc3nccc(-c4ccsc4)n3n2)cc1	i
CC(=O)N1CCc2ccc(C(=O)N3CCC(C)CC3)cc21	?
CCc1ccccc1NC(=O)Cn1nc(C(F)(F)F)c2c1CCCC2	18%
COCC(=O)NC[C@H]1O[C@@H](CC(=O)NCc2ccc(F)cc2)[C@H](O)[C@@H]1O	10%[44.1 µM]
CCc1noc(-c2cn(C3CCN(C(=O)c4cc(OC)cc(OC)c4)CC3)nn2)n1	?
CCC(=O)Nc1cc2nn(-c3ccc(C)cc3)nc2cc1C	31%[activator]
Cn1nc(C(=O)NC2CCN(C(=O)N3CC4CC(C3)[C@H]3CCCC(=O)N3C4)CC2)c2ccccc21 (stereo partly specified)	i
CCCCN(C)CCCNC(=O)c1cc(-c2ccc(Br)s2)nc2ccccc12	11µM*
CC(C)C1c2nccn2CCCN1C(=O)CN1CCCC1=O (stereo unspecified)	15%
O=C(Nc1ccccc1)Nc1ccc(=O)n2c1[C@@H]1C[C@@H](CN(S(=O)(=O)c3ccccc3)C1)C2	i
CCCCC(=O)N1CCC(OC2CCN(S(C)(=O)=O)CC2)CC1	-8%
Cc1nc2nc(SCC(=O)NCCc3ccc(Cl)cc3)nn2c(C)c1Cc1ccccc1Cl	-13%
Cc1ccc(CNC(=O)N2CCCOCCNC(=O)[C@@H]3CCC[C@@H]32)cc1	49%[activator]
COc1cc(=O)n2c(c1C(=O)Nc1cc(F)cc(F)c1)CCCC2	4%
Cc1ccc(C(=O)Nc2nnc(S(=O)(=O)N(C)Cc3ccc(Cl)cc3)s2)cc1	24%

High-throughput results (PubChem)
